Screens from PubChem BioAssay.
Tau ThT inhib: blocks human tau fibril formation measured by thioflavin T; P10636; 270,000 compounds, 2.1% hits; Potency, µM (highest dose often 57.4 µM), inactives show at the highest dose activity, negative = inhibition, usual class: inhibitors; recombinant tau K18 P301L (four-repeat tau fragment), heparin-induced fibrillization, ThT fluorescence; also: nearly all actives have a fitted effect of over 55% in size
Target sequence (P10636 561-689 P618L limits assumed): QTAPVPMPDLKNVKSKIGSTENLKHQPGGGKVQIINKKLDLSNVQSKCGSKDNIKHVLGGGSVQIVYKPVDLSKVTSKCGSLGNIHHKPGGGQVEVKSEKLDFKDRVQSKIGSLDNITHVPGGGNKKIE
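Recombinant human tau K18 fragment […] carrying P301L, 15 uM unlabeled plus 0.24 uM Alexa 594-labeled, was fibrillized with 20 uM heparin in 100 mM sodium acetate pH 7 for 6 hr at 37 C; 30 uM ThT fluorescence read after 1 hr.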
L3MBTL1 inh: L3MBTL1 (human) inhibition. Q9Y468. AlphaScreen L3MBTL1–H3K9me1 peptide binding. Potency, µM (top dose mostly 57.1 µM), for inactives: at the highest dose activity, negative = inhibition, most hits filed as inhibitors. 230,000 compounds, 0.66% hits; also: nearly all actives have a fitted effect of over 60% in size
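L3MBTL1 50 nM + b-AHA-H3(1-15)K9me1 75 nM, 30 min RT; compound added, 30 min RT; streptavidin donor/Ni-chelate acceptor beads 10 ug/mL each final, 30 min RT dark; AlphaScreen read.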
KDM4E inh: blocks human JMJD2E demethylase activity; AID 2147; JMJD2E catalytic domain, FDH-coupled NADH fluorescence (FDH is formaldehyde dehydrogenase); B2RXH2; Potency, µM (series often up to 57.1 µM), for the others: at the highest dose activity change, negative = inhibition, actives largely listed as inhibitors; 230,000 compounds, 1.6% hits; active = well fitted inhibition curve with a large enough effect, not every such curve was filed as active; inconclusive = small, poorly fitted or top-dose-only effect, or another doubt; inactive = no such curve, though single readings can be large or run the other way;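 also: 0% = wells with enzyme and -100% = buffer wells without enzyme; nearly all actives have a fitted effect of over 50% in size; many of its hits are not listed in these tables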
Target sequence (B2RXH2 1-337 limits assumed): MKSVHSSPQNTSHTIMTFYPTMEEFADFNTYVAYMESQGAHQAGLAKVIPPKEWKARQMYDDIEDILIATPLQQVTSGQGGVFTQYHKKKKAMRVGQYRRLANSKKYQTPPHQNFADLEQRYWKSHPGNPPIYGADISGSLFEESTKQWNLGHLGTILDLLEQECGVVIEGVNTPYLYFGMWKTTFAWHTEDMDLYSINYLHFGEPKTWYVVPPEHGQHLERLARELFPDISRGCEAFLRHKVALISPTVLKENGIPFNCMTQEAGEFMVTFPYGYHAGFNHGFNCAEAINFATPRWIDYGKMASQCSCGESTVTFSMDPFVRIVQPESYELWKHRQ
RECQ1 helicase: RECQ1 (human) helicase inhibition. RECQ1 DNA unwinding, red fluorescence kinetic read. 240,000 compounds, 0.54% hits. AID 2549. P46063. Potency, µM (top dose mostly 57.3 µM), without a hit: top-dose activity, negative = inhibition, usual class: inhibitors;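 also: plate controls were vehicle for no effect and no enzyme for full effect; nearly all actives have a fitted effect of over 30% in size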
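50 nM RECQ1T1 preincubated 15 min with compound in Tris pH 8.0 buffer with MgCl2, DTT, Tween-20 and 2.5 ug/ml poly(dI-dC); started with 200 nM TAMRA/BHQ-2 forked duplex and 2 mM ATP. Unwinding read as fluorescence (525/598 nm), two reads 2 h apart.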
Numbers without * were called inactive; i = inactive; ? = inconclusive; . = not tested or not shown; [ ] = dose if it differs, or a comment. Unless noted, calls follow the shape of the dose curve; as a rule, active = well fitted curve in the direction sought with a large enough effect; inconclusive = small, poorly fitted or top-dose-only effect, or another doubt; inactive = no such curve, though single readings can be large; an effect the other way counts as inactive or inconclusive. Unless noted, % is scaled to controls: 0 for no effect and ±100 for the full control effect; potency is read from the fitted curve at half-maximal effect. A portion of the library; the hit share may differ from the screen's.

smiles | Tau ThT inhib | KDM4E inh | L3MBTL1 inh | RECQ1 helicase
N#CC(C#N)=NNc1ccc(S(N)(=O)=O)cc1 | 10µM* | -8% | . | i
c1cc2c(cc1[C@H]1OC[C@H]3[C@@H]1CO[C@@H]3c1ccc3c(c1)OCO3)OCO2 | -12% | -2% | . | -6%
C=C1C(=O)O[C@@H]2C[C@@H](C)[C@@H]3C=CC(=O)[C@@]3(C)[C@@H](OC(=O)CC(=O)O[C@H]3[C@@H]4C(=C)C(=O)O[C@@H]4C[C@@H](C)[C@@H]4C=CC(=O)[C@]43C)[C@H]12 | 2.8µM* | -9% | . | 25µM*
C/C=C1/CN2C3CC1C(CO)(C(=O)OC)C2Cc1c3n(C)c2ccccc12 (centres undefined) | -3% | ? | . | -8%
CCCCCCNC(=O)N[C@@H](Cc1ccc(O)cc1)C(=O)NCCC[C@H]1CN2C(=NC[C@H]2C)N1CC1CCC1 | 3% | 6% | . | i
COC(=O)C1=COC(C)C2CN3CCC4(C(=O)Nc5ccccc54)C3CC12 (centres undefined) | -2% | 17% | . | -2%
COc1ccc(/C=C/C(=O)c2c(O)n(CCC3=CCCCC3)c(=O)[nH]c2=O)cc1OC | -10% | -5% | . | -1%
CCCCCCNC(=O)N[C@H](Cc1ccc(O)cc1)C(=O)NCCC[C@H]1CN2C(=NC[C@H]2CCC)N1CC1CCC1 | -5% | ? | . | i
CNCCc1ccc(OC)c(OC)c1 | -1% | 3% | . | i
Oc1cc2c(cc1O)[C@H]1c3ccccc3CN[C@@H]1CC2 | ? | ? | . | -11%
COc1ccc(CCn2c(NN=C3CCCC3)nc3c2c(=O)[nH]c(=O)n3C)cc1 | ? | ? | . | -24%
N#C/C(=C(/O)c1ccc(S(=O)(=O)N(CCCl)CCCl)cc1)c1nc2ccccc2[nH]1 | -2% | ? | . | 9%
CCCn1cc2c3c(cccc31)C1CC(C)CN(C)C1C2 (centres undefined) | -14% | ? | . | 3%
COC(=O)C1=C(c2ccc(F)cc2OCc2ccccc2)C[C@@H]2CC[C@H]1N2C(=O)N1CCCCC1 | . | . | -4% | .
O=C(NC(=S)N1C[C@H]2C[C@H](C1)c1cccc(=O)n1C2)c1ccc(F)cc1 | . | . | 5% | .
COC(=O)C1=C(c2ccc(F)cc2F)C[C@@H]2CC[C@H]1N2C(=O)NCCOc1ccccc1 | . | . | 4% | .
C[C@]12CC[C@H](O)CC1=CC(=O)C1C2CC[C@]2(C)C(=O)CCC12 (some centres undefined) | . | . | 0% | .
COC(=O)C1=C(c2ccc(OC(F)(F)F)cc2)C[C@@H]2CC[C@H]1N2C(=O)NCCOc1ccccc1 | . | . | 4% | .
O=C1C(Cl)=C(N2CCOCC2)C(=O)N1c1ccccc1F | . | . | ? | .
COC(=O)C1=C(c2ccc(F)cc2F)C[C@@H]2CC[C@H]1N2C(=O)NCCNC(C)=O | . | . | 1% | .
Cc1c(Cl)cccc1N1C(=O)NC(=O)/C(=C\c2cc(C)n(-c3cccc(C(=O)O)c3C)c2C)C1=O | . | . | -12% | .
CC(C)(C)OC(=O)NCc1ccc(CNC(=O)c2nc[nH]c2C(=O)NCc2ccc(CNC(=O)OC(C)(C)C)cc2)cc1 | . | . | 36%[activator] | .
COc1ccc(-c2nn(CCC#N)cc2C(=O)Nc2ccccc2)cc1OC | . | . | -2% | .
Fc1ccccc1CNCCc1ccc2c(c1)OCO2 | . | . | 4% | .
CCOc1ccccc1CNCCc1ccc2c(c1)OCO2 | . | . | -1% | .
NP(=O)(OCCCCc1ccccc1)Oc1ccccc1Cl (centres undefined) | . | . | ? | .
CC(Cc1ccccc1)NC(=O)CCCCC(=O)NC(C)Cc1ccccc1 (centres undefined) | . | . | 7% | .
C[C@]12CCC(=O)C=C1C=CC1C2CC[C@]2(C)C(=O)CCC12 (some centres undefined) | . | . | -7% | .
O=[N+]([O-])c1ccc(N2CCCCCC2)c2nonc12 | . | . | -14% | .
C=CCN1CC[C@]23c4c5ccc(O)c4OC2[C@H](O)CC[C@@]3(O)[C@H]1C5 (some centres undefined) | . | . | 2% | .

smiles | Tau ThT inhib | KDM4E inh | L3MBTL1 inh | RECQ1 helicase
COc1ccc(CC(=O)N(CCN(C)C)CC2CCCN(Cc3ccccc3F)C2)cc1 (centres undefined) | . | . | 25% | .
Cc1sc2ncnc(N3CCC(C(=O)Nc4ccc(C#N)c(Cl)c4)CC3)c2c1C | . | . | -3% | .
Cc1ccc(-c2cc(-c3ccc(C)cc3)[n+](-c3ccccc3)c(-c3ccc(C)cc3)c2)cc1 | . | . | -7% | .
COC(=O)C1=C(c2ccc(OC(F)(F)F)cc2)C[C@@H]2CC[C@H]1N2C(=O)NCCc1ccccc1 | . | . | 7% | .
COC(=O)C1=C(c2ccc(F)cc2OCc2ccccc2)C[C@@H]2CC[C@H]1N2C(=O)NC1CCN(Cc2ccccc2)CC1 | . | . | -9% | .
COc1cccc(N(C(C)=O)C2=NCCCS2)c1 | . | . | 2% | .
O=C(c1ccc(F)cc1Cl)N1CCC2(CC1)OCCO2 | . | . | 23% | .
COc1ccc(N2C(=O)/C(=C/c3ccc(OC)c(OC)c3)C(=O)NC2=S)cc1 | . | . | 5% | .
CCCOc1ccc(C(C)=O)cc1Cc1c(O)[nH]c(=S)[nH]c1=O | . | . | 54%[activator] | .
COc1ccc(C(=O)Cn2c(NCCCl)nc3ccccc32)cc1 | . | . | 0% | .
CC(C)(C)C(=O)O[C@H]1CC[C@@]2(C)C(=CC(=O)C3C2CC[C@]2(C)C(=O)[C@@H](F)CC32)C1 (some centres undefined) | . | . | -5% | .
COC(=O)Cn1cc(C(=O)c2ccccc2F)c2ccccc21 | . | . | 0% | .
O=C(COC(=O)Cc1ccccc1)NNC(=O)c1ccc([N+](=O)[O-])cc1 | . | . | 2% | .
COC(=O)C1=C(c2ccc(C(C)=O)cc2)C[C@@H]2CC[C@H]1N2C(=O)NCCO | . | . | -1% | .
c1cc2c(cc1[C@H]1OC[C@H]3[C@@H]1CO[C@H]3c1ccc3c(c1)OCO3)OCO2 | . | . | -2% | .
COC(=O)C1=C(c2ccc(-c3ccccc3)c(F)c2)C[C@@H]2CC[C@H]1N2C(=O)NCc1cccc2ccccc12 | . | . | -11% | .
COC(=O)C1=C(c2ccc(Cl)c(C(F)(F)F)c2)C[C@@H]2CC[C@H]1N2C(=O)NCCCOC(C)C | . | . | 1% | .
CCN1C[C@]2(C)CC[C@H](O)[C@]34C1[C@H](C[C@H]23)[C@@]1(O)C[C@H](OC)[C@H]2C[C@@H]4[C@@H]1C2O (some centres undefined) | . | . | -9% | .
COC(=O)C1=C(c2ccccc2OCc2ccccc2)C[C@@H]2CC[C@H]1N2C(=O)NCCc1ccc(F)cc1 | . | . | 10% | .
COC(=O)C1=C(c2c(C)noc2C)C[C@@H]2CC[C@H]1N2C(=O)NCc1ccco1 | . | . | -1% | .
COC(=O)C1=C(c2ccccc2OCc2ccccc2)C[C@@H]2CC[C@H]1N2C(=O)NCc1ccc(Cl)cc1 | . | . | -2% | .
CCN(CC)C(=O)c1ccc(NC(=O)c2ccc(-n3cncn3)c([N+](=O)[O-])c2)cc1 | . | . | 4% | .
CN1CCN(c2nc3c(c(=O)[nH]2)CCC3)CC1 | . | . | 0% | .
COc1ccccc1OP(=O)(Nc1ccc(Br)cc1)Oc1ccccc1OC | . | . | -2% | .
Cc1ccc(N2C(=O)NC(=O)/C(=C\c3cn(CC(=O)O)c4ccccc34)C2=O)cc1 | . | . | -2% | .
COC(=O)C1=C(c2ccc3ccccc3c2)C[C@@H]2CC[C@H]1N2C(=O)NC1CCCCC1 | . | . | 0% | .
COC(=O)C1=C(c2ccc(Cl)c(C(F)(F)F)c2)C[C@@H]2CC[C@H]1N2C(=O)N1CCCC1 | . | . | -5% | .
CCCNC(=O)N1[C@H]2CC[C@@H]1C(C(=O)OC)=C(c1ccc3ccccc3c1)C2 | . | . | -8% | .
Cc1cc(=O)oc2cc(OCC(=O)N3CCN(Cc4ccccc4)CC3)ccc12 | . | . | 0% | .
C[C@]12CC[C@H](O)CC1=CCC1C2CC[C@@]2(C)C1CC[C@@H]2OCc1ccccc1 (some centres undefined) | . | . | 3% | .

smiles | Tau ThT inhib | KDM4E inh | L3MBTL1 inh | RECQ1 helicase
COC(=O)C1=C(c2cccc(OC)c2OC)C[C@@H]2CC[C@H]1N2C | . | . | 7% | .
COC(=O)C1=C(c2cccc(OCc3ccccc3)c2)C[C@@H]2CC[C@H]1N2C(=O)NC1CCN(Cc2ccccc2)CC1 | . | . | -14% | .
COc1ccccc1NC(=O)COC(=O)c1cc(C)n(C2CC2)c1C | . | . | 1% | .
COC(=O)C1=C(c2c(C)noc2C)C[C@@H]2CC[C@H]1N2C(=O)NCc1ccc2c(c1)OCO2 | . | . | 2% | .
Cc1c(C(=O)Nc2ccccc2)c2cc(O)ccc2n1Cc1ccccc1 | . | . | -6% | .
C[C@]12CCC3C(C(=O)C[C@H]4C[C@@H](O)CC[C@]34C)C1CCC2=O (some centres undefined) | . | . | 3% | .
Cc1ccc(N=Cc2c(O)n(C)c(=O)n(C)c2=O)cc1 | . | . | -4% | .
O=S(=O)(NC1CCCC1)OCC(Cl)(Cl)Cl | . | . | 3% | .
COC(=O)C1=C(c2ccc(F)cc2OCc2ccccc2)C[C@@H]2CC[C@H]1N2C(=O)NCc1ccc(N(C)C)cc1 | . | . | ? | .
O=c1nc(/C=C/c2ccc(Cl)cc2Cl)cc(C(F)(F)F)[nH]1 | . | . | -2% | .
CN(C)CCN(CC1CCCN(Cc2ccccc2F)C1)C(=O)Cc1ccccc1F (centres undefined) | . | . | -9% | .
C[C@]12CCC3C(CC[C@@H]4C[C@H](O)CC[C@]34C)C1CCC2=O (some centres undefined) | . | . | -9% | .

Compounds from the list above with an aryl methoxy group, in the order listed:
smiles | Tau ThT inhib | KDM4E inh | L3MBTL1 inh | RECQ1 helicase
COc1ccc(/C=C/C(=O)c2c(O)n(CCC3=CCCCC3)c(=O)[nH]c2=O)cc1OC | -10% | -5% | . | -1%
CNCCc1ccc(OC)c(OC)c1 | -1% | 3% | . | i
COc1ccc(CCn2c(NN=C3CCCC3)nc3c2c(=O)[nH]c(=O)n3C)cc1 | ? | ? | . | -24%
COc1ccc(-c2nn(CCC#N)cc2C(=O)Nc2ccccc2)cc1OC | . | . | -2% | .
COc1ccc(CC(=O)N(CCN(C)C)CC2CCCN(Cc3ccccc3F)C2)cc1 (centres undefined) | . | . | 25% | .
COc1cccc(N(C(C)=O)C2=NCCCS2)c1 | . | . | 2% | .
COc1ccc(N2C(=O)/C(=C/c3ccc(OC)c(OC)c3)C(=O)NC2=S)cc1 | . | . | 5% | .
COc1ccc(C(=O)Cn2c(NCCCl)nc3ccccc32)cc1 | . | . | 0% | .
COc1ccccc1OP(=O)(Nc1ccc(Br)cc1)Oc1ccccc1OC | . | . | -2% | .
COC(=O)C1=C(c2cccc(OC)c2OC)C[C@@H]2CC[C@H]1N2C | . | . | 7% | .
COc1ccccc1NC(=O)COC(=O)c1cc(C)n(C2CC2)c1C | . | . | 1% | .
